# High-throughput results as filed in PubChem.
# TbREL1 primary – TbREL1 RNA ligase inhibitors, primary screen, biochemical, FRET fluorescence. RNA-editing ligase 1, mitochondrial (Trypanosoma brucei brucei), P86926. TbREL1 RNA ligation. inhibition, % at 9.66 µM. 89,000 compounds, 0.49% hits. AID 1117264, 2014;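 active = inhibition above the mean inhibition across all screened compounds plus 3 SD, cut at about 11% in these data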;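 also: 0% = plate median of test wells and 100% = NSC42067 control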
# Target sequence (P86926 whole entry, looked up): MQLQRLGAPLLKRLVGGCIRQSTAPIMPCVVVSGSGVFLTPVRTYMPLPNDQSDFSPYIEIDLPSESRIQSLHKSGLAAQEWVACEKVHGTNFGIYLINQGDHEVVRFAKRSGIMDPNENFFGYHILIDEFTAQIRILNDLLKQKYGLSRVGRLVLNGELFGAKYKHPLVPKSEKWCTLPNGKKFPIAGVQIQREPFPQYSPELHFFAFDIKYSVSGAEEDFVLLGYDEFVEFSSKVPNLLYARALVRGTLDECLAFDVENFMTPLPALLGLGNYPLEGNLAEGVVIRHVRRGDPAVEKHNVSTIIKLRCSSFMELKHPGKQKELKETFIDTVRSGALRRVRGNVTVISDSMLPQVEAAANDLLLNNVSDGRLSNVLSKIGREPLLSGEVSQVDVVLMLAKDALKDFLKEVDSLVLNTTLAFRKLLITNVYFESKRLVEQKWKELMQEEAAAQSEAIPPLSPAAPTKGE
# * = called active by the depositor.
SMILES,TbREL1 primary
CC(=O)Nc1ccc(NC(=O)CSc2nnnn2-c2ccccc2F)cc1,2
O=C(c1cnc(-c2ccccc2)s1)c1ccc(Cl)cc1Cl,6
CCOc1ccc(-n2c(SC/C=C/c3ccccc3)nnc2-c2ccco2)cc1,0
CC1CC(c2ccccc2)=Nc2ccccc2N1 (stereo unspecified),0
CCC(CC)N1CCN(C(=O)c2cccc(Cl)c2)CC1,5
O=C(Nc1ccc(C(F)(F)F)cc1)C1CC(=O)N(c2ccc3c(c2)OCCO3)C1 (stereo unspecified),2
COc1c2ccoc2c(OCC=C(C)C)c2oc(=O)ccc12,-1
O=C(c1ccco1)N1CCN(C(=O)c2ccccc2OCc2ccccc2)CC1,0
Cc1cccc(N2CCN(C(=O)CCn3c(=O)[nH]c4ccsc4c3=O)CC2C)c1 (stereo unspecified),-1
CNC(=O)/C(C#N)=C/c1cccc(Oc2ccccc2)c1,4
S=C(NCc1ccco1)N1CCN(C/C=C/c2ccccc2)CC1,-6
O=C(c1ccc(N2CCOCC2)c([N+](=O)[O-])c1)N1CCN(c2ccccc2)CC1,1
O=C(CNC(=O)c1ccc(Br)o1)NCc1ccc(F)cc1,3
Cc1ccc2nc(Cl)cc(=O)n2c1,2
N#Cc1ccc(Nc2ccccc2)c(N)c1,2
O=C(NCC1COc2ccccc2O1)c1ccc(NC(=O)c2cccc(F)c2)cc1 (stereo unspecified),1
Nc1nonc1-n1nnc(C(=O)N/N=C/c2cccc(Cl)c2Cl)c1CN1CCCC1,1
CCOc1cccc(CNCCO)c1OCc1ccc(Cl)cc1Cl,6
CCC(CC)CN1CCC(CN2C(=S)NC[C@@H]2CC(C)C)CC1,0
Cc1cccc2sc(N(CCCN(C)C)C(=O)c3sc4ccccc4c3Cl)nc12,5
CCCS(=O)(=O)c1cnc(C2COc3ccccc3O2)nc1N (stereo unspecified),1
O=C(CSc1ncn[nH]1)Nc1ccc(S(=O)(=O)N2CCCC2)cc1,0
O=c1[nH]cnc2scc(C3COc4ccccc4O3)c12 (stereo unspecified),1
Cc1nc(-c2ccc(Cl)cc2)sc1C(=O)NN,1
COc1cc(C(=O)NNC(=O)c2n[nH]c3ccccc23)cc(OC)c1OC,0

# Next part; it opens with the three that closed the last part.
SMILES,TbREL1 primary
O=c1[nH]cnc2scc(C3COc4ccccc4O3)c12 (stereo unspecified),1
Cc1nc(-c2ccc(Cl)cc2)sc1C(=O)NN,1
COc1cc(C(=O)NNC(=O)c2n[nH]c3ccccc23)cc(OC)c1OC,0
O=C(COC(=O)C1CC(=O)N(c2ccccc2)C1)c1ccccc1 (stereo unspecified),3
O=C(NCc1ccco1)C1CCCN1S(=O)(=O)c1ccccc1C(F)(F)F (stereo unspecified),-1
Cc1nn(C(=O)CCCC(=O)NCc2ccccc2)c2ccccc12,0
Cc1ccc(Nc2ncc3c(n2)CC(c2ccco2)CC3=O)c(C)c1 (stereo unspecified),-2
CCC(c1nnnn1Cc1cccs1)N1CCN(c2nc3ccccc3s2)CC1 (stereo unspecified),0
COc1ccc2[nH]c(C(=O)O)c(CCC(=O)O)c2c1,1
CN1/C(=C\C(=O)COc2ccc3c(c2)OCO3)C(C)(C)c2ccccc21,-3
CCCCc1n[nH]c2c1/C(=N/O)CC(C)(C)C2,0
Cc1cc2n(n1)C(c1sccc1C)Nc1ccccc1-2 (stereo unspecified),2
O=C(N/N=C1\C2CN3CCN(C2)CC1(c1ccccc1)C3)Nc1ccccc1,-1
CCOC(=O)c1ccccc1OCc1cc(/C=N/NC(=O)c2cccnc2)ccc1OC,-1
O=C(CCc1ccc(O)cc1)NN=Cc1ccc2c(c1)OCO2,-3
Cc1cc(/C=C(\C#N)C(=O)O)c(C)n1CCC(C)C,-2
O=C(NCCN1CCCC1)c1ccc(CS(=O)(=O)c2c(Cl)cccc2Cl)o1,2
Cc1cccc(S(=O)(=O)NCCc2ccccc2)c1,2
COc1cccc(C(=O)Nc2ccc(S(=O)(=O)Nc3cc(C)nc(C)n3)cc2)c1,-4
Cc1c(C(=O)N/N=C/c2ccncc2)no[n+]1[O-],6
O=C(COC(=O)C1CC1)Nc1c(Cl)cccc1C(F)(F)F,1
Cc1cc(-c2n[nH]c(=S)n2N=Cc2cccc(OCc3ccccc3)c2)n[nH]1,-3
CC(C)(C)NC(=O)C(c1ccc(F)cc1)N(Cc1ccccc1Cl)C(=O)c1ccn[nH]1 (stereo unspecified),1
CCOc1cc(/C=C2/C(=O)ON=C2C)ccc1OCc1ccccc1,0
O=C(N[C@@H]1C/C=C\C[C@H](CC(=O)N(CCO)Cc2ccccc2)C(=O)NC[C@@H](c2ccccc2)OC1=O)OCC1c2ccccc2-c2ccccc21,-4
COc1ccc(S(=O)(=O)N2CCN(Cc3ccccc3)CC2)cc1,-1
Nc1cccc2[nH]c(=O)c3ccccc3c12,4
CCC(CC)C(=O)Nc1nnc(S(=O)(=O)N2CCCCCC2)s1,3

# Three records picked at random from the list so far:
SMILES,TbREL1 primary
CCC(CC)C(=O)Nc1nnc(S(=O)(=O)N2CCCCCC2)s1,3
COc1ccc2[nH]c(C(=O)O)c(CCC(=O)O)c2c1,1
Cc1ccc(Nc2ncc3c(n2)CC(c2ccco2)CC3=O)c(C)c1 (stereo unspecified),-2

# (further entries)
SMILES,TbREL1 primary
Cc1cccc(CSC2=NCCN2C(=O)c2ccco2)c1,1
CCOC(=O)CN1NC2(CCCCCC2)NC1=S,-5
Cc1ccccc1-c1nc2cc(Cl)ccc2o1,0
CCOC(=O)c1c(CC(C)C)csc1/N=C/C1C(=O)CC(C)(C)CC1=O,-3
O=C(N/N=C/c1coc2ccccc2c1=O)c1ccncc1,4
C[C@H](CO)N1C[C@H](C)[C@@H](CN(C)S(C)(=O)=O)Oc2c(NC(=O)Cc3ccccc3)cccc2C1=O,1
COC(=O)c1ccc2c(=O)n(Cc3ccco3)c(SCC(=O)Nc3ccc(C)c(Cl)c3)nc2c1,2
O=C(NCC1CCCO1)/C(=C/c1cn(-c2ccccc2)nc1-c1cccnc1)NC(=O)c1ccccc1 (stereo unspecified),-3
CCCc1ccccc1OCCNC(=O)c1cc(=O)n(C)c(=O)n1C,2
O=C(NCc1ccccc1)C1c2ccccc2OCC(=O)N1C1CC1 (stereo unspecified),4
Cc1cccc(C)c1NC(=O)CN(C)C(=O)C1CC1C (stereo unspecified),2
Cc1nc2ccccc2c(=O)n1NC(=O)c1c(O)c2c(n(CC(C)C)c1=O)CCCC2,1
Cn1c(=O)oc2cc(S(=O)(=O)Nc3cccc4c3CCCC4)ccc21,1
NC(=O)Nn1c(CCC(=O)O)ccc1-c1ccc(Cl)cc1,-3
CCc1ccccc1N(C(=O)c1snc(C(N)=O)c1N)C(C(=O)NCC1CCCO1)c1c[nH]c2ccccc12 (stereo unspecified),-3
CCc1nnc(NC(=O)CCS(=O)(=O)Cc2ccccc2)s1,1
COc1cc2c(cc1NC(=O)CSc1nnc(COc3ccccc3)n1Cc1ccco1)oc1ccccc12,2
Nc1nc(NCCCN2CCOCC2)nc(Nc2cccc(Cl)c2)c1[N+](=O)[O-],-4
CSc1cccc(NC(=O)CCCOc2cc(=O)n(C)c3ccccc23)c1,-1
Cc1cccc(S(=O)(=O)Nc2nc3ccccc3nc2NCc2ccco2)c1,1
O=C(c1csc(Nc2ccccc2Cl)n1)N1CCCC1,1
COc1ccccc1NC(=O)C1=C(C)Nc2ncnn2C1c1ccccc1C (stereo unspecified),5
Cc1ccc(S(=O)(=O)N2CCN(C(=O)CC(C)n3nc(C)c(Cl)c3C)CC2)cc1C (stereo unspecified),-2
Cc1cccc(NC(=O)C2CCCN2C(=O)Oc2ccccc2)c1C (stereo unspecified),7
COc1ccc(-c2sc3ccc(OC)cc3c2-c2ccc(OC)c(F)c2)cc1,0
# The results go on.
SMILES,TbREL1 primary
C[C@@H](C(=O)OCC(=O)c1ccccc1)N1C(=O)C2CCCCC2C1=O (stereo partly specified),2
Cc1ccc2c(c1)C(=O)CC(c1ccccc1)S2 (stereo unspecified),3
CCCCCCNCc1cccc(Br)c1,0
Cc1nc2ccc(S(=O)(=O)NC(C(=O)N3CCn4c3nc3ccccc34)C(C)C)cc2s1 (stereo unspecified),-2
[O-]C1=N/[N+](=C/c2ccc(Cl)cc2)CC1,0
CCc1cccc(C)c1NC(=O)CCCC(=O)O,5
O=C(O)c1ccc(/C=N/NC(=O)C(O)(c2ccccc2)c2ccccc2)cc1,1
Cc1ccc(S(=O)(=O)NCCN=C(CN2CCOCC2)NS(=O)(=O)c2ccc(C)cc2)cc1,6
CCc1c(C2CC2)ncn1Cc1cccc(-c2ccccc2)c1,8
COC(=O)C1=C(C)N(Cc2ccc(F)cc2)C(=S)NC1c1ccc(Cl)cc1 (stereo unspecified),-1
O=c1oc2ccccc2c(O)c1/C=C1\C=Nc2ccccc21,0
O=C(O)c1ccc(COc2ccccc2Cl)cc1,2
O=C(N[C@@H](CO)C(=O)NCc1ccccc1)c1ccc(C(F)(F)F)cc1,1
CCOC(CNC(=O)c1nnc(Cc2cc(OC)c(OC)c(OC)c2)o1)OCC,1
CCSC1=NC(C)(C)C=C(/C=C/c2ccc(Cl)cc2Cl)N1,-2
Nc1ccn([C@@H]2O[C@H](C(=O)N[C@H](Cc3ccccc3)C(=O)N3CCN(C(=O)N4CCOCC4)CC3)[C@@H](O)[C@H]2O)c(=O)n1,-2
CNC(=O)c1ccsc1NC(=O)CCS(=O)(=O)c1ccc(C)cc1,0
COc1ccc(N=C(N)SCc2ccccn2)cc1,1
O=C(OCC(=O)N1CCN(c2ccc(F)cc2)CC1)c1cnc2ccccc2n1,-2
CC1=CC(=O)C(C(C)C)=C/C1=N\OS(=O)(=O)c1ccccc1,-1
N#Cc1ccc(CSc2nnc(-c3c[nH]c4ccccc34)n2-c2ccccc2)cc1,2
c1ccc(CNc2nc(CN3CCOCC3)nc3scc(-c4ccccc4)c23)cc1,-2
COc1ccc(/C(O)=C2/C(=O)C(=O)N(CCN(C)C)C2c2ccc(F)cc2)cc1Cl (stereo unspecified),4
Cn1c(NC(=O)c2cccc(Cn3cc(Cl)cn3)c2)nc2ccccc21,5
C=CCn1c(N)c(C(=O)OCCC)c2nc3ccccc3nc21,1
# Next results:
SMILES,TbREL1 primary
O=C(COC(=O)c1ccc2c(c1)OCO2)NCc1ccc2c(c1)OCO2,-1
O=Cc1c(N2CCCCC2)nc2ccccn2c1=O,6
COCCNC(=O)CSc1nc2scc(-c3ccccc3)c2c(=O)[nH]1,-1
CCn1nc(C(=O)NCCc2ccc(S(N)(=O)=O)cc2)c2ccccc2c1=O,6
CCCCOc1ccc(N(CC(=O)NCc2ccco2)C(=O)CCC(=O)Nc2nccs2)cc1,0
CC(Oc1cccc2c1OC(C)(C)C2)C(=O)O (stereo unspecified),6
C/C(=N\Nc1ccc(F)cc1)c1ccncc1,2
Cc1sc2c(c1C)c(=O)n(-c1ccc(F)cc1)c(=O)n2CC(=O)NCc1ccco1,-3
CCOC(=O)c1cnn(-c2ccccn2)c1N,-1
CC(=O)c1ccc(NC(=S)N2CCC(O)CC2)cc1,-5
COC(=O)c1ccc(CSc2nnc(CNC(=O)c3cccs3)o2)o1,-1
CCOC(=O)c1cccc(COC(=O)c2cccc(-c3nnc(-c4ccccc4)o3)c2)c1,2
COc1ccc(OC)c(C2=NS(=O)(=O)N(C)C(C(=O)Nc3ccc(C(C)=O)cc3)=C2)c1,0
CC1(C)CC(=O)C=C(Nc2ccccc2NC(=O)c2cnccn2)C1,1
CC(C)C[C@@H](CN(N=O)[C@@H](Cc1ccccc1)CN(C)N=O)N(CCc1ccccc1)N=O,2
CC1CCCC(C)N1C(=O)COC(=O)CN1C(=O)c2ccccc2C1=O (stereo unspecified),-1
CCOC(=O)C1Cc2c([nH]c3ccccc23)CN1 (stereo unspecified),0
O=C(Cc1ccccc1)N[C@H](c1ccccc1)P(=O)(O)CO,8
Cc1ccc(CNc2nc(N)c([N+](=O)[O-])c(NCc3ccccc3)n2)cc1,1
CCCN(CCC)S(=O)(=O)c1ccc2c(c1)CCCN2C(C)=O,-5
CCCN(CC(=O)Nc1ccccc1C)C(=O)c1ccc(N2CCCC2=O)cc1,-2
C[C@@H]1CN([C@@H](C)CO)C(=O)c2cccc(NC(=O)Nc3cccc4ccccc34)c2O[C@H]1CN(C)S(=O)(=O)c1ccc2c(c1)OCCO2,-7
Cc1nc2sc(C(c3ccc(Cl)cc3)N3CCOCC3)c(O)n2n1 (stereo unspecified),-2
COc1ccc(OC)c(S(=O)(=O)Nc2cc3c4c(c2)CCC(=O)N4CCC3)c1,0
CCOC(=O)C(C)Oc1cccc2c(=O)n(CC(=O)NCCc3ccccc3)ccc12 (stereo unspecified),7
O=C(N/N=C/C1=Cc2ccccc2OC1)c1ccncc1,-1
COc1ccc(NC(=O)c2cc(-c3cc(Cl)ccc3OC)n[nH]2)c(C)c1,0
Cc1cccc(N(Cc2ccccc2)C(=O)c2ccc(F)c(S(=O)(=O)N3CCOCC3)c2)c1,4
O=C(O)COc1ccccc1/C=N/NC(=O)c1ccc(F)cc1,2
O=C(c1c(F)cccc1F)N1CCN(c2ccccc2F)CC1,-1

# 5 neighbouring entries from above, quoted:
SMILES,TbREL1 primary
O=C(COC(=O)c1ccc2c(c1)OCO2)NCc1ccc2c(c1)OCO2,-1
O=Cc1c(N2CCCCC2)nc2ccccn2c1=O,6
COCCNC(=O)CSc1nc2scc(-c3ccccc3)c2c(=O)[nH]1,-1
CCn1nc(C(=O)NCCc2ccc(S(N)(=O)=O)cc2)c2ccccc2c1=O,6
CCCCOc1ccc(N(CC(=O)NCc2ccco2)C(=O)CCC(=O)Nc2nccs2)cc1,0

# Some of the compounds tested; rates above refer to the full screens.
